DNMT1 block: DNMT1 (human) enzyme inhibition; P26358; AID 588458; hit rate 0.83% among 360,000; DNMT1 molecular beacon, Hinp1I cleavage, fluorescence; inhibition (reported as % activation of signal), % at 10 µM; in the data active means inhibition above about 50%
Target sequence (P26358 504-1616 limits assumed): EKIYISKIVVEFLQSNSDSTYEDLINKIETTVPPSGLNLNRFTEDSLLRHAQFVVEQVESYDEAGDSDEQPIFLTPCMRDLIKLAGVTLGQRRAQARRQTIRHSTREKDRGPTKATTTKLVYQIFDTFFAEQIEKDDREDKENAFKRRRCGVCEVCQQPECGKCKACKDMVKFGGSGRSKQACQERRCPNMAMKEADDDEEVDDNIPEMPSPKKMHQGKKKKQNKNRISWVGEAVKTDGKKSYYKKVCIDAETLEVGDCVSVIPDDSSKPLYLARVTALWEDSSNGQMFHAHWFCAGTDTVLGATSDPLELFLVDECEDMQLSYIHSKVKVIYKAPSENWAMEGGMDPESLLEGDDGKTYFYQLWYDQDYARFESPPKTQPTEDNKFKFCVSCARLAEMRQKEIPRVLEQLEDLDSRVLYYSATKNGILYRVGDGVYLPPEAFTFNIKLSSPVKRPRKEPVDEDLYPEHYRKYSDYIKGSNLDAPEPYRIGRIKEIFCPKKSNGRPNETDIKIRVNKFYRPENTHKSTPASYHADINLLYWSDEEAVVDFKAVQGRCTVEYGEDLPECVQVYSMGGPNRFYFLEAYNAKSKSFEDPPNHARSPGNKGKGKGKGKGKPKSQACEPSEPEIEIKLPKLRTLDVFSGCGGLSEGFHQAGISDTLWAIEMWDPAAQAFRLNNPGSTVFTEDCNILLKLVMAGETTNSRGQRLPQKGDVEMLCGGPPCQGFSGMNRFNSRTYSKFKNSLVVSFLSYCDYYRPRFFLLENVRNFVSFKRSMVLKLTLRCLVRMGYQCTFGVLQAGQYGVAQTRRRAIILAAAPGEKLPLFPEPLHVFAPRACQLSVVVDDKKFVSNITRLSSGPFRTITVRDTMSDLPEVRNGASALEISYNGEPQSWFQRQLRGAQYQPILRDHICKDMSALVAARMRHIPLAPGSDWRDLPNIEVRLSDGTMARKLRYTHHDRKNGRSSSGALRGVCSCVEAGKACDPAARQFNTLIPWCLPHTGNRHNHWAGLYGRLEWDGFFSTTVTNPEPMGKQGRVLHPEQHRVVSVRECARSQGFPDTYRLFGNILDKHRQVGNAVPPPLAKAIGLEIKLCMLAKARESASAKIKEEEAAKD
LMPTP inh: LMPTP (human) inhibition; hit rate 0.22% among 360,000; recombinant LMPTP-A, OMFP fluorogenic substrate, fluorescence intensity; inhibition, % at 20 µM; AID 651560; P24666;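 active means compounds that cut the enzyme signal by at least half of the control window in the single-dose screen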;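 further: plate controls were DMSO wells with enzyme plus substrate for no effect and substrate without enzyme for full effect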
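Assay system: LMPTP-A phosphatase enzyme | Input: 0.625 nM enzyme | Also added: Fluorogenic phosphatase substrate OMFP at 400 µM final | Compound dosing: One test concentration per compound, 20 µM, with 3% DMSO overall | Schedule: 50 min enzyme reaction at room temperature, protected from light | Signal: Fluorescence intensity | Benchmarks: no-enzyme and uninhibited controls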
MsrA inh: bovine MsrA inhibition. purified bovine MsrA, absorbance read-out. hit rate 0.75% among 360,000. inhibition, % at 15.5 µM; in the data active means inhibition above about 4.5%;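 further: 0% = vehicle wells with enzyme and 100% = reference inhibitor wells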
bovine MsrA act: bovine methionine sulfoxide reductase A activation; purified bovine MsrA, absorbance read-out; activation, % at 10.6 µM; hit rate 0.3% among 360,000; AID 602163; in the data active means activation above about 7.5%;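 further: 0% = vehicle and 100% = reference activator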
TbMetRS inhib: Trypanosoma brucei MetRS inhibition; purified T. brucei MetRS, ATP depletion, Kinase-Glo luminescence; inhibition, % at 11.9 µM; hit rate 0.4% among 360,000; AID 624268;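 active means inhibition above a per-plate cutoff of the control wells' mean inhibition plus 3 SD, cut at about 5.5% in these data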;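 further: 0% = DMSO wells median and 100% = median of wells with control inhibitor compound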
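Assay system: T. brucei methionyl-tRNA synthetase, purified | Medium: HEPES buffer with MgCl2, KCl, DTT, spermine, BSA, pyrophosphatase | Compound: 11.9 µM single point | Incubation: 15 min enzyme-compound preincubation, 2 h reaction, 10 min detection, 25 °C | Measured by: Kinase-Glo luciferase luminescence reporting remaining unconsumed ATP | Measure: % inhibition normalized to control-well medians | Replication: Singlicate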
SUMO1 PPI mod: SUMO1-SIM interaction modulation. SUMO1 binding to a labelled peptide, TR-FRET, 1 h. inhibition, % at 20 µM. hit rate 0.33% among 360,000. P63165; in the data active means inhibition above about 37%
NRP1-CendR mod: NRP-1/CendR interaction modulation. hit rate 0.85% among 360,000. inhibition, % at 25 µM. O14786. FAM-RPARPAR peptide binding to NRP-1, fluorescence polarization;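 active means inhibition or corrected inhibition above about 18%, plus a signal ratio from 0.5 to 1.5, limit read from the data, passing the limit was not always enough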; further: strong numbers were not always called active
Scp1 inh: inhibitors of human Scp-1 phosphatase; Q9GZU7; Recombinant Scp1, phosphopeptide, malachite green phosphate absorbance; inhibition, % at 20 µM; hit rate 0.88% among 340,000; AID 493091;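 active means inhibition above about 50% at 20 µM, limit read from the data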;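 further: plate controls were DMSO wells with enzyme for no effect and wells lacking enzyme for full effect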
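Material: truncated SCP-1 phosphatase (76-261aa) / Buffer or medium: 50 mM Tris acetate pH 5.5, 0.005% Tween-20, 10 mM MgCl2 / Compound dosing: one concentration, 20 µM, with 1.0% DMSO / Incubation: 45 min room-temperature reaction, 5 min colour, 30 min stabiliser / Detection: colorimetric free-phosphate detection, absorbance 630 nm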
E coli Lon inh: E. coli protease La inhibition; purified E. coli Lon protease, fluorescence polarization; inhibition, % at 7.94 µM; hit rate 0.42% among 360,000; in the data active means inhibition above about 13%, passing the limit was not always enough;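 further: 0% = enzyme with probe and DMSO and 100% = no enzyme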
STEP block: inhibitors of human striatal-enriched phosphatase STEP. P54829. recombinant STEP, OMFP fluorogenic substrate, fluorescence. inhibition, % at 20 µM. hit rate 0.25% among 360,000;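 active means inhibition at 20 µM, scaled per plate between control wells, above about 37%, limit read from the data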;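 further: 0% = DMSO with enzyme and substrate and 100% = substrate only without enzyme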
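medium = Bis-Tris buffer pH 6.0, 2.5 mM DTT, 0.005% Tween 20 | test system = STEP (striatal-enriched tyrosine phosphatase) enzyme, cell-free | measure = normalized % inhibition | compound dosing = 20 µM, 1% DMSO | also added = 25 µM OMFP | schedule = reaction 20 min, ambient temperature | measured by = fluorescence read at 480 nm ex / 540 nm em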
An asterisk follows results filed as active; x = no result given.

The line under a structure holds: TbMetRS inhib | LMPTP inh | E coli Lon inh | bovine MsrA act | MsrA inh | NRP1-CendR mod | DNMT1 block | STEP block | Scp1 inh | SUMO1 PPI mod
- O=S(=O)(Nc1nc2ccccc2[nH]1)c1ccc(Cl)cc1
  -0.9 | 1.1 | 2 | -2 | -0.4 | 0 | 2 | 0 | 0 | 3
- COc1ccc(OC)c(S(=O)(=O)N2CCC(C(=O)NC(C)c3ccccc3)CC2)c1 (centres undefined)
  -0.9 | -0.6 | -8 | -4 | 0.1 | 5 | 2 | 1 | -8 | -2
- NC1=NC[C@H](Cc2ccc(O)cc2)N1CCCCC1CCCCC1
  -0.1 | 0.6 | 7 | -5 | -1.0 | 1 | 19 | 0 | 7 | -31
- CCOC(=O)C1=C(CC)Nc2ccccc2N=C1NC(=O)c1ccc(S(=O)(=O)N2CCCC2)cc1
  -0.8 | 0.5 | -2 | -1 | 0.3 | 16 | -1 | 3 | -7 | -4
- CCn1c(SCC(=O)Nc2nccs2)nnc1-c1ccccn1
  0.1 | -0.4 | -2 | -2 | -1.0 | 1 | 2 | -4 | 0 | 3
- CCc1nnc(NC(=O)c2ccc(S(=O)(=O)N(CC(C)C)CC(C)C)cc2)o1
  0.0 | -2.6 | 0 | -10 | 0.6 | -5 | 11 | -1 | -19 | -4
- CC(=O)c1cccc(N2C(=NC(=O)COc3ccccc3)SC3CS(=O)(=O)CC32)c1 (centres undefined)
  -0.3 | -0.5 | 0 | -2 | -1.0 | -2 | -1 | -1 | -6 | -2
- COc1ccccc1NC(=O)Nc1cc(C(C)(C)C)nn1C
  -0.4 | 0.2 | -5 | -3 | -0.5 | 10 | 0 | -4 | -6 | 0
- Nc1nonc1-n1nnc(C(=O)N/N=C\c2cccc(Cl)c2)c1CN1CCOCC1
  -0.2 | -1.1 | -2 | 0 | -0.5 | -8 | -1 | -1 | 1 | -13
- COc1ccc(-c2nc(CSCC(=O)NCc3ccco3)c(C)o2)cc1
  -0.1 | 0.7 | -1 | -3 | x | -8 | -8 | 0 | -10 | 5
- CC1(C(=O)N/N=C/c2c(F)c(F)c(F)c(F)c2F)CC1(Cl)Cl (centres undefined)
  0.0 | 1.1 | 4 | -2 | 1.7 | 1 | -3 | 0 | -6 | 0
- Cc1ccc(NC(=O)COC(=O)c2cc(C)nc3ccccc23)c([N+](=O)[O-])c1
  -0.9 | -0.9 | 0 | -5 | -1.8 | 6 | 64* | 0 | -1 | -2
- COc1cc2c(cc1OC)CN(CC(=O)Nc1cccc([N+](=O)[O-])c1)CC2
  -1.3 | -0.7 | 2 | -7 | 0.6 | -1 | -8 | -2 | -1 | -20
- CN1C(=O)CC(N2CCN(C(=O)CN3CCCC3)CC2)C1=O (centres undefined)
  -0.8 | -1.2 | -2 | -2 | 1.5 | -6 | 4 | 0 | -8 | -2
- Cc1nc(P(=O)(c2ccccc2)c2ccccc2)c(N2CCOCC2)o1
  0.3 | -1.7 | -2 | -2 | 1.6 | 2 | 9 | -2 | 0 | 4
- CC(=O)c1ccc(S(=O)(=O)Nc2ccc(Cl)c(S(=O)(=O)N3CCCC3)c2)cc1
  -0.4 | 0.0 | -1 | -2 | 0.8 | 19 | -5 | 2 | -5 | 9
- CN(C)/C=C1\C(=O)Oc2ccccc2C1=O
  -0.9 | -1.1 | -12 | -10 | -0.6 | -25 | 11 | -3 | -8 | 4
- O=C(Cc1ccc(NC2=NC3CS(=O)(=O)CC3S2)cc1)Nc1ccc(F)cc1 (centres undefined)
  -0.1 | -0.2 | 4 | -1 | 0.1 | -5 | 0 | -2 | -9 | -3
- C=CCn1c(CCn2c3ccccc3c3ccccc32)n[nH]c1=S
  -0.6 | -1.1 | 8 | -7 | 1.9 | 2 | -3 | -4 | 1 | 0
- CCCOc1ccc(N2CC(C(=O)Nc3ccc4c(c3)OCO4)CC2=O)cc1 (centres undefined)
  0.3 | -1.3 | 4 | -2 | -0.6 | 3 | 4 | -1 | 0 | 2

Next part, starting with the last 3 of the part before.
The line under a structure holds: TbMetRS inhib | LMPTP inh | E coli Lon inh | bovine MsrA act | MsrA inh | NRP1-CendR mod | DNMT1 block | STEP block | Scp1 inh | SUMO1 PPI mod
- O=C(Cc1ccc(NC2=NC3CS(=O)(=O)CC3S2)cc1)Nc1ccc(F)cc1 (centres undefined)
  -0.1 | -0.2 | 4 | -1 | 0.1 | -5 | 0 | -2 | -9 | -3
- C=CCn1c(CCn2c3ccccc3c3ccccc32)n[nH]c1=S
  -0.6 | -1.1 | 8 | -7 | 1.9 | 2 | -3 | -4 | 1 | 0
- CCCOc1ccc(N2CC(C(=O)Nc3ccc4c(c3)OCO4)CC2=O)cc1 (centres undefined)
  0.3 | -1.3 | 4 | -2 | -0.6 | 3 | 4 | -1 | 0 | 2
- CC(NC(=O)/C(C#N)=C1\N=C(NC(=O)c2ccco2)c2ccccc21)c1ccccc1 (centres undefined)
  -0.3 | -0.1 | -10 | -3 | 2.8 | -61 | -7 | 0 | -4 | -31
- COc1ccc(C(O)c2ncc(-c3ccccc3C)[nH]2)cc1F (centres undefined)
  -0.3 | -1.1 | 15 | -11 | 0.1 | -2 | 1 | -5 | x | 0
- COc1ccc(CCN(C)C(=O)c2cncc(Br)c2)cc1OC
  0.1 | -1.4 | 2 | -2 | -0.6 | 15 | 1 | -2 | 6 | 1
- COc1cccc(-n2c(SC)nnc2-c2c[nH]c3ccccc23)c1
  13* | -1.0 | 0 | 0 | -0.7 | 2 | -3 | 1 | -9 | -4
- Cc1occc1C(=O)NNC(=O)Nc1ccc(Cl)c(Cl)c1
  0.3 | -1.5 | 2 | -3 | -0.9 | 5 | -2 | 4 | -8 | 1
- CCOCCCNC(=O)C(c1ccc(OC)cc1)N(Cc1ccc2c(c1)OCO2)C(=O)c1ccccc1O (centres undefined)
  -0.8 | -0.8 | -7 | -10 | 0.3 | 11 | 0 | 4 | -1 | 3
- CCNC(=S)N1CCNC(=O)C1CC(=O)OC (centres undefined)
  -0.1 | -1.0 | -16 | -3 | -0.2 | 10 | -1 | 1 | -10 | -3
- Cc1cccc(NC(=O)c2nc[nH]c2C(=O)N[C@@H](Cc2ccccc2)C(=O)OC(C)(C)C)c1
  -0.2 | 1.9 | -4 | -3 | 1.3 | -2 | -33 | -2 | -9 | -1
- CCOC(=O)N1CCN(c2cc(=O)n(-c3cccc(C)c3)c(=O)[nH]2)CC1
  -0.1 | -0.2 | -2 | -3 | -0.5 | 9 | -3 | 1 | -7 | 3
- COc1ccc(S(=O)(=O)N(Cc2cc3ccc(OC)cc3[nH]c2=O)CC2COCCO2)cc1 (centres undefined)
  -1.2 | -0.7 | -3 | -5 | 2.0 | -2 | -1 | -2 | -8 | 3
- c1ccc(-c2ccc(CN3C[C@@H]4C(c5ccccc5)C5(c6ccccc6)CC4(C5)[C@H]3c3ccccc3)cc2)cc1 (some centres undefined)
  -0.2 | 1.6 | 1 | -3 | 0.4 | 0 | 8 | 0 | 7 | 2
- COc1cccc(Nc2nc(C)cc(C)c2C#N)c1
  -0.1 | -0.5 | 4 | -1 | 2.2 | -3 | 0 | 1 | -7 | -2
- COc1ccc(Nc2nc(-c3ccc(OC)cc3)cs2)cc1
  0.2 | 1.2 | 5 | -3 | -1.0 | -9 | -8 | 2 | -5 | 0
- COc1ccc(/C=N/NC(=O)C[n+]2ccccc2)c(OC)c1
  -0.2 | 0.4 | -6 | -4 | 4.0 | 5 | 1 | -3 | -8 | -2
- O=C(NNc1nc2cc3c(cc2s1)OCO3)c1ccccc1
  0.6 | 0.0 | -8 | 1 | -0.1 | 2 | 0 | 0 | -3 | 5
- COc1ccc(C2=NO[C@@H]3C(=O)N(c4ccc(C)cc4C)C(=O)[C@H]23)cc1OC
  -1.0 | -0.2 | -7 | -5 | 0.9 | -2 | 2 | -2 | -17 | 1
- Cc1nn2c(=O)cc(CSc3nc4ccccc4[nH]3)nc2s1
  0.1 | 0.2 | -12 | 0 | -0.7 | -5 | 1 | 4 | -14 | 1
- O=C(O)CC(c1ccc(Cl)cc1)N1C(=O)CCC1=O (centres undefined)
  0.0 | -0.7 | 1 | 0 | -1.2 | -8 | 5 | 1 | -2 | -4
- CC(C)[C@H](NC(=O)c1ccccc1)C(=O)NCCc1ccccc1
  -0.8 | -2.0 | 6 | -3 | -0.4 | 0 | 0 | -2 | 6 | 2
- CCN(CC)S(=O)(=O)c1ccc(Oc2ccc(S(=O)(=O)N(CC)CC)cc2)cc1
  -1.4 | 0.5 | -11 | -3 | 0.6 | -14 | 2 | -2 | -17 | 0
- Cc1cc(N2CCOCC2)nc2ccc(NC(=O)C3CCCCC3)cc12
  0.1 | 0.0 | -2 | 1 | 0.3 | 5 | -3 | 4 | x | 5
- O=C(c1sccc1-c1ccccc1)N1CCN(S(=O)(=O)c2ccccc2)CC1
  -0.1 | -0.7 | -4 | -1 | -0.3 | 18 | 3 | -1 | -7 | 3
- COCCn1c(SCC(=O)Nc2c(C)n(C)n(-c3ccccc3)c2=O)nc2ccccc2c1=O
  -0.6 | -1.0 | 4 | -2 | 1.0 | -25 | 1 | -4 | -2 | -4
- Cc1ccc2nc(SCC(=O)NCc3ccco3)c(C)cc2c1
  -0.3 | 0.7 | -7 | -3 | 0.6 | -1 | -5 | -3 | 5 | 1
- COc1cc(/C=N\NC(=O)c2cccc(Cl)c2)ccc1Oc1ccc([N+](=O)[O-])cn1
  -0.2 | 3.6 | 0 | -6 | 0.3 | -13 | -5 | 4 | -4 | -20
- CCOC(=O)c1ccc(NC(=O)C2CCCN(S(=O)(=O)c3cnc[nH]3)C2)cc1 (centres undefined)
  -0.2 | 0.6 | -6 | -7 | -0.1 | 0 | 3 | 2 | 0 | -1
- CC1NC(=S)N(Cc2ccccc2)C1=O (centres undefined)
  -0.2 | -1.3 | -5 | -4 | -0.8 | 6 | 1 | -3 | -5 | -1
- Cc1ccc(C(=O)c2c(NC(=O)c3ccncc3)sc3c2CCCC3)cc1
  -0.7 | 4.2 | -11 | -7 | -0.3 | 3 | -6 | 1 | 3 | -8
- NC(=O)c1ccc(NC(=O)COC(=O)CCN=C2NS(=O)(=O)c3ccccc32)cc1
  -0.1 | -1.6 | -5 | 0 | 0.5 | -11 | 5 | -3 | -8 | 7
- O=c1[nH]nnc2cc(Cl)ccc12
  0.3 | -3.7 | -6 | -1 | -1.5 | 3 | 7 | 2 | -3 | -6
- COc1ccccc1/C=C/C(=O)Nc1cccnc1
  -2.4 | -1.7 | 9 | -12 | 2.0 | 1 | 3 | 0 | 0 | -14
